From PubChem BioAssay
Bfl-1 Bim block – human Bim-Bfl-1 interaction inhibition. Bead-based flow cytometry, Bim-Bfl-1 binding inhibition. inhibition, % at 10 µM. AID 1008. 0.12% of 190,000 active;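 further: 0% = wells without compound plus tracer and 100% = blocker peptide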
GSH bead fluor – GSH bead compound fluorescence profile | 0.25% of 190,000 active | GSH beads flow cytometry, compound fluorescence 488/530 nm; active compounds read high | AID 1776 | fluorescence (KMESF) at 10 µM; in the data active means fluorescence above about 89;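 further: glutathione beads carrying GST-tagged Bcl family fusion proteins plus one bare bead set; values are compound well signal with DMSO vehicle wells as background; inactives centre near 16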
RGS4-Gao reg – modulates binding of RGS4 to human Galphao; binding response (% of control), % at 10 µM; Multiplexed bead flow cytometry; actives lie on both sides; 0.33% of 220,000 active; P09471; in the data active means binding response below about 49% or above about 150%; inactive means in between;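 further: fluorescent Galphao activated with aluminum fluoride binding bead-coupled RGS4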
Target sequence (P09471 whole entry, looked up): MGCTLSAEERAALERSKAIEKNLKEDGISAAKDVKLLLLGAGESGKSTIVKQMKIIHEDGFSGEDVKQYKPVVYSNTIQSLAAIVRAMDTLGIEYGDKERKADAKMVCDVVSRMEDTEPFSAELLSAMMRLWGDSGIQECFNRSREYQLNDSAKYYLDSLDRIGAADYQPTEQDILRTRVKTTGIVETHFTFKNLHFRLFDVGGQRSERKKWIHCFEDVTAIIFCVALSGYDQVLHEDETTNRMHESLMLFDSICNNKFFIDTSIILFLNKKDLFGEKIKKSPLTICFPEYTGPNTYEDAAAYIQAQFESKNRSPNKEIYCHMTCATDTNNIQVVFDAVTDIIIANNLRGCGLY
Bim-Bcl-B – disrupts Bim peptide binding to human Bcl-B. Q9HD36. 0.073% of 190,000 active. AID 951. inhibition, % at 10 µM. bead-based flow cytometry;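 further: 0% = tracer peptide without compound and 100% = reference inhibitor peptide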
Target sequence (Q9HD36 whole entry, looked up): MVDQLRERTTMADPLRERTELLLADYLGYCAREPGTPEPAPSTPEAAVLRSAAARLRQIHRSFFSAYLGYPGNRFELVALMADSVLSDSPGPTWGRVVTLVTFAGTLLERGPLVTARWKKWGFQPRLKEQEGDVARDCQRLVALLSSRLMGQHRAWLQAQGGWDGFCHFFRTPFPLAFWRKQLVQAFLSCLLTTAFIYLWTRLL
Bcl-2 Bim block – disrupts Bim peptide binding to human Bcl-2. inhibition, % at 10 µM. Bead-based flow cytometry, Bim peptide-Bcl-2 binding. P10415. 0.06% of 190,000 active; in the data active means inhibition above about 40%; inconclusive means no clear call, values can overlap the other calls;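 further: 0% = no compound wells with probe peptide and 100% = reference peptide inhibitor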
Bim-Bcl-XL – human Bim-Bcl-XL interaction inhibition | Q07817 | inhibition, % at 10 µM | Bim peptide-Bcl-XL binding, bead flow cytometry, fluorescence | 0.04% of 190,000 active | AID 1007
Target sequence (Q07817 whole entry, looked up): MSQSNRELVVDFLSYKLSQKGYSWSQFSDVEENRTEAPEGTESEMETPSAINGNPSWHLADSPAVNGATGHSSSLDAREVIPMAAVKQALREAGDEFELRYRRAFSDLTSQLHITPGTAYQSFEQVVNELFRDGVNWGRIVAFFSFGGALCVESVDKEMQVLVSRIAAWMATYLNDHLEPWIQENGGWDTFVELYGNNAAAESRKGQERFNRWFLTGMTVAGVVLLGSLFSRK
RGS7-Gao – human RGS7-Galphao interaction regulation | 0.35% of 220,000 active | Multiplexed bead flow cytometry, RGS7-Galphao binding; actives lie on both sides | P09471 | binding response (% of control), % at 10 µM; in the data active means binding response below about 49% or above about 150%; inconclusive means no clear call, values can overlap the other calls; inactive means in between;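 further: fluorescent Galphao held in activated GDP-AlF4 state binding bead-coupled RGS7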
Mcl1 Bid PPI – Mcl-1/Bid interaction inhibition; Q07820; TR-FRET Mcl-1/Bid-Dy647 peptide binding, 1536-well; inhibition, % at 21.7 µM; 0.97% of 220,000 active; AID 1021;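 active means compounds that cut the binding signal by more than half at the single screening dose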;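 further: His-tagged Mcl-1 with europium anti-His antibody binding Bid BH3 peptide; 0% = Mcl-1 plus peptide wells and 100% = peptide-only wells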
Mcl-1 Bim block – human Bim-Mcl-1 interaction inhibition. Bead-based flow cytometry, Bim peptide-Mcl-1 binding. inhibition, % at 10 µM. 0.1% of 190,000 active. Q07820;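 further: 0% = no compound tracer wells and 100% = peptide blocker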
Bcl-W Bim block – disrupts Bim peptide binding to human Bcl-W; Q92843; bead-based flow cytometry; inhibition, % at 10 µM; 0.02% of 190,000 active; AID 952;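 further: 0% = bound tracer without compound and 100% = peptide blocker; higher means less fluorescent Bim peptide bound to Bcl-W beads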
Target sequence (Q92843 whole entry, looked up): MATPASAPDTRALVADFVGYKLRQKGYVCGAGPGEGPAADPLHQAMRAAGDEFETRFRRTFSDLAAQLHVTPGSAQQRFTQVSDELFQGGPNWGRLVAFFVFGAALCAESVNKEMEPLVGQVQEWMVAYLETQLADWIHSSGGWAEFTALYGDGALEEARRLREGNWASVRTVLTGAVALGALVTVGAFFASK
RGS8-Gao reg – regulators of human RGS8-Galphao interaction; P09471; multiplexed bead flow cytometry, RGS8-Galphao binding; actives lie on both sides; response (percent of control binding), % at 10 µM; 0.34% of 220,000 active; in the data active means response below about 60% or above about 140%; inactive means in between;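 further: Galphao activated as the GDP aluminium fluoride complex binding bead-coupled RGS8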
Starred values were filed as active, the others as inactive. Unless noted, no stated cut-off is given here; in the data, active means inhibition above about 40%.

Screening O=C(Nc1cccc(S(=O)(=O)N2CCOCC2)c1)c1cnn2c(C(F)F)cc(-c3ccccc3)nc12 returned Bfl-1 Bim block -6, GSH bead fluor 10, RGS4-Gao reg 101, Bim-Bcl-B -3, Bcl-2 Bim block -3, Bim-Bcl-XL -3, RGS7-Gao 97, Mcl1 Bid PPI -21, Mcl-1 Bim block 0, Bcl-W Bim block -1 and RGS8-Gao reg 101.
For CS(=O)(=O)N(CC(=O)NC1CC2CCC1C2)c1cccc(C(F)(F)F)c1 (stereo not drawn) the results were Bfl-1 Bim block -11, GSH bead fluor 35, RGS4-Gao reg 99, Bim-Bcl-B -7, Bcl-2 Bim block -12, Bim-Bcl-XL -3, RGS7-Gao 99, Mcl1 Bid PPI -26, Mcl-1 Bim block 0, Bcl-W Bim block 0 and RGS8-Gao reg 98.
CCOC(=O)C1(C)NC(c2ccc(N(C)C)cc2)C2C(=O)N(CC)C(=O)C21 (stereo not drawn) was read as Bfl-1 Bim block -1, GSH bead fluor 22, RGS4-Gao reg 100, Bim-Bcl-B -2, Bcl-2 Bim block -1, Bim-Bcl-XL 0, RGS7-Gao 105, Mcl1 Bid PPI -48, Mcl-1 Bim block -4, Bcl-W Bim block -1 and RGS8-Gao reg 102.
`Cc1csc(SCCn2c(N3CCN(c4ccccc4)CC3)nc3c2c(=O)[nH]c(=O)n3C)n1` gave Bfl-1 Bim block 25, GSH bead fluor 27, RGS4-Gao reg 107, Bim-Bcl-B 14, Bcl-2 Bim block 18, Bim-Bcl-XL 15, RGS7-Gao 105, Mcl1 Bid PPI 0, Mcl-1 Bim block 15, Bcl-W Bim block 7 and RGS8-Gao reg 104.
For COc1ccc(CNC(=O)c2ccc(CNc3c(NC4CCCCC4)c(=O)c3=O)cc2)cc1 the results were Bfl-1 Bim block -3, GSH bead fluor 13, RGS4-Gao reg 94, Bim-Bcl-B -6, Bcl-2 Bim block 0, Bim-Bcl-XL -4, RGS7-Gao 92, Mcl1 Bid PPI 19, Mcl-1 Bim block -4, Bcl-W Bim block -6 and RGS8-Gao reg 102.
Screening CCn1c(COc2cccc3cccnc23)nnc1SC(F)F returned Bfl-1 Bim block -3, GSH bead fluor 15, RGS4-Gao reg 102, Bim-Bcl-B -1, Bcl-2 Bim block -1, Bim-Bcl-XL 0, RGS7-Gao 114, Mcl1 Bid PPI -28, Mcl-1 Bim block 0, Bcl-W Bim block 0 and RGS8-Gao reg 97.
COc1ccc(S(=O)(=O)N2c3ccccc3OCC2C)cc1 (stereo not drawn) was read as Bfl-1 Bim block -9, GSH bead fluor 12, RGS4-Gao reg 109, Bim-Bcl-B -9, Bcl-2 Bim block -5, Bim-Bcl-XL -3, RGS7-Gao 101, Mcl1 Bid PPI -8, Mcl-1 Bim block -3, Bcl-W Bim block -2 and RGS8-Gao reg 109.
CCCCC(=O)Nc1ccccc1N1CCOCC1 was read as Bfl-1 Bim block -9, GSH bead fluor 13, RGS4-Gao reg 98, Bim-Bcl-B -3, Bcl-2 Bim block -3, Bim-Bcl-XL -1, RGS7-Gao inconclusive, Mcl1 Bid PPI -25, Mcl-1 Bim block 0, Bcl-W Bim block -1 and RGS8-Gao reg 98.
`Clc1ccc(CN2C3=NCCCN3c3ccccc32)cc1Cl` gave Bfl-1 Bim block 6, GSH bead fluor 22, RGS4-Gao reg 100, Bim-Bcl-B -1, Bcl-2 Bim block 1, Bim-Bcl-XL 0, RGS7-Gao 97, Mcl1 Bid PPI 8, Mcl-1 Bim block 0, Bcl-W Bim block 4 and RGS8-Gao reg 99.
Screening O=C(CCCn1c(=O)[nH]c2ccsc2c1=O)N1CCCCC1 returned Bfl-1 Bim block -13, GSH bead fluor 42, RGS4-Gao reg 102, Bim-Bcl-B -8, Bcl-2 Bim block -10, Bim-Bcl-XL -9, RGS7-Gao 102, Mcl1 Bid PPI 20, Mcl-1 Bim block -5, Bcl-W Bim block 0 and RGS8-Gao reg 103.
For Cc1cc(C(=O)COC(=O)Cc2n[nH]c(=O)c3ccccc23)c(C)n1-c1ccc2c(c1)OCO2 the results were Bfl-1 Bim block -7, GSH bead fluor 9, RGS4-Gao reg 99, Bim-Bcl-B -7, Bcl-2 Bim block -4, Bim-Bcl-XL -5, RGS7-Gao 96, Mcl1 Bid PPI -33, Mcl-1 Bim block -2, Bcl-W Bim block -2 and RGS8-Gao reg 104.
Screening CCC1CCCCN1c1ccc([N+](=O)[O-])cc1/C=N/NC(=O)Cn1c2ccccc2c(=O)c2ccccc21 (stereo not drawn) returned Bfl-1 Bim block -3, GSH bead fluor 14, RGS4-Gao reg 101, Bim-Bcl-B -1, Bcl-2 Bim block -4, Bim-Bcl-XL -2, RGS7-Gao 100, Mcl1 Bid PPI -16, Mcl-1 Bim block 1, Bcl-W Bim block 1 and RGS8-Gao reg 103.

A section from the list above:
Screening O=C(Nc1cccc(S(=O)(=O)N2CCOCC2)c1)c1cnn2c(C(F)F)cc(-c3ccccc3)nc12 returned Bfl-1 Bim block -6, GSH bead fluor 10, RGS4-Gao reg 101, Bim-Bcl-B -3, Bcl-2 Bim block -3, Bim-Bcl-XL -3, RGS7-Gao 97, Mcl1 Bid PPI -21, Mcl-1 Bim block 0, Bcl-W Bim block -1 and RGS8-Gao reg 101.
For CS(=O)(=O)N(CC(=O)NC1CC2CCC1C2)c1cccc(C(F)(F)F)c1 (stereo not drawn) the results were Bfl-1 Bim block -11, GSH bead fluor 35, RGS4-Gao reg 99, Bim-Bcl-B -7, Bcl-2 Bim block -12, Bim-Bcl-XL -3, RGS7-Gao 99, Mcl1 Bid PPI -26, Mcl-1 Bim block 0, Bcl-W Bim block 0 and RGS8-Gao reg 98.
CCOC(=O)C1(C)NC(c2ccc(N(C)C)cc2)C2C(=O)N(CC)C(=O)C21 (stereo not drawn) was read as Bfl-1 Bim block -1, GSH bead fluor 22, RGS4-Gao reg 100, Bim-Bcl-B -2, Bcl-2 Bim block -1, Bim-Bcl-XL 0, RGS7-Gao 105, Mcl1 Bid PPI -48, Mcl-1 Bim block -4, Bcl-W Bim block -1 and RGS8-Gao reg 102.

(cont.)
Screening COC(=O)C(CCSC)NC(=O)c1cc2c(n(-c3ccc(C)cc3)c1=O)CCCC2=O (stereo not drawn) returned Bfl-1 Bim block -5, GSH bead fluor 12, RGS4-Gao reg 98, Bim-Bcl-B -1, Bcl-2 Bim block 0, Bim-Bcl-XL -1, RGS7-Gao 96, Mcl1 Bid PPI -20, Mcl-1 Bim block 0, Bcl-W Bim block 1 and RGS8-Gao reg 101.
Screening CCOC(=O)c1nnc(-c2ccccc2)nc1NCc1ccc(Cl)cc1 returned Bfl-1 Bim block 0, GSH bead fluor 23, RGS4-Gao reg 98, Bim-Bcl-B -2, Bcl-2 Bim block -1, Bim-Bcl-XL -2, RGS7-Gao 104, Mcl1 Bid PPI 20, Mcl-1 Bim block 1, Bcl-W Bim block 1 and RGS8-Gao reg 102.
CC(OC(=O)C1=COCCO1)C(=O)Nc1cc(S(=O)(=O)N2CCCCC2)ccc1Cl (stereo not drawn) was read as Bfl-1 Bim block 2, GSH bead fluor 14, RGS4-Gao reg 101, Bim-Bcl-B -3, Bcl-2 Bim block 0, Bim-Bcl-XL -1, RGS7-Gao 101, Mcl1 Bid PPI -29, Mcl-1 Bim block -3, Bcl-W Bim block -4 and RGS8-Gao reg 102.
Cc1ccc(NC(=O)C(c2ccc(Cl)cc2)N2CCCCC2)cc1 (stereo not drawn) was read as Bfl-1 Bim block -1, GSH bead fluor 16, RGS4-Gao reg 101, Bim-Bcl-B 0, Bcl-2 Bim block -1, Bim-Bcl-XL 0, RGS7-Gao 104, Mcl1 Bid PPI -12, Mcl-1 Bim block -2, Bcl-W Bim block -3 and RGS8-Gao reg 104.
For COc1ccc(N(CC(=O)N2CCN(c3cccc(C)c3)C(C)C2)S(=O)(=O)c2c(C)n[nH]c2C)cc1 (stereo not drawn) the results were Bfl-1 Bim block 3, GSH bead fluor 7, RGS4-Gao reg 98, Bim-Bcl-B -6, Bcl-2 Bim block 0, Bim-Bcl-XL -6, RGS7-Gao 99, Mcl1 Bid PPI -38, Mcl-1 Bim block -5, Bcl-W Bim block -3 and RGS8-Gao reg 97.
Screening COC(=O)c1ccc(C(=O)Nc2ccc(C(C)C)cc2N)cc1 returned Bfl-1 Bim block -4, GSH bead fluor 17, RGS4-Gao reg 99, Bim-Bcl-B 0, Bcl-2 Bim block 0, Bim-Bcl-XL -2, RGS7-Gao 94, Mcl1 Bid PPI -22, Mcl-1 Bim block -1, Bcl-W Bim block 0 and RGS8-Gao reg 100.
Screening COc1cccc(C2C3(C#N)C(N)=NC(OC)(OC)C23C#N)c1 (stereo not drawn) returned Bfl-1 Bim block 0, GSH bead fluor 27, RGS4-Gao reg 113, Bim-Bcl-B 1, Bcl-2 Bim block -4, Bim-Bcl-XL 0, RGS7-Gao 113, Mcl1 Bid PPI 9, Mcl-1 Bim block -1, Bcl-W Bim block -1 and RGS8-Gao reg 111.
Screening Cc1ccc(N=Nc2c(N)nn3c(N)c(C#N)c(C)nc23)cc1 returned Bfl-1 Bim block -6, GSH bead fluor 10, RGS4-Gao reg 101, Bim-Bcl-B -2, Bcl-2 Bim block -3, Bim-Bcl-XL -3, RGS7-Gao 99, Mcl1 Bid PPI -191, Mcl-1 Bim block 0, Bcl-W Bim block -1 and RGS8-Gao reg 106.
Clc1ccc(-c2nc3ncccn3c2Nc2ccc3c(c2)OCO3)cc1 was read as Bfl-1 Bim block 8, GSH bead fluor 9, RGS4-Gao reg 99, Bim-Bcl-B -2, Bcl-2 Bim block 3, Bim-Bcl-XL 0, RGS7-Gao 98, Mcl1 Bid PPI -29, Mcl-1 Bim block 0, Bcl-W Bim block 1 and RGS8-Gao reg 97.
Screening CN(C)S(=O)(=O)c1ccc(/C(O)=C2/C(=O)C(=O)N(Cc3cccnc3)C2c2ccco2)cc1 (stereo not drawn) returned Bfl-1 Bim block -4, GSH bead fluor 61, RGS4-Gao reg 97, Bim-Bcl-B -1, Bcl-2 Bim block -4, Bim-Bcl-XL -3, RGS7-Gao 100, Mcl1 Bid PPI -27, Mcl-1 Bim block -2, Bcl-W Bim block 0 and RGS8-Gao reg 100.
For CSc1ccccc1NC(=O)COC(=O)Cc1cccs1 the results were Bfl-1 Bim block -4, GSH bead fluor 9, RGS4-Gao reg 97, Bim-Bcl-B -4, Bcl-2 Bim block -1, Bim-Bcl-XL -6, RGS7-Gao 92, Mcl1 Bid PPI -19, Mcl-1 Bim block -3, Bcl-W Bim block -1 and RGS8-Gao reg 99.
For CC1=C(OC(=O)c2ccc(Br)cc2)C(C)(C)C(c2ccccc2)OC1=O (stereo not drawn) the results were Bfl-1 Bim block -2, GSH bead fluor 18, RGS4-Gao reg 101, Bim-Bcl-B 1, Bcl-2 Bim block -1, Bim-Bcl-XL -2, RGS7-Gao 101, Mcl1 Bid PPI 1, Mcl-1 Bim block 0, Bcl-W Bim block -1 and RGS8-Gao reg 99.
`CC(C)C(=O)NNC(=O)CSc1nc(C2CCCCC2)nc2ccccc12` gave Bfl-1 Bim block -16, GSH bead fluor 11, RGS4-Gao reg 102, Bim-Bcl-B -2, Bcl-2 Bim block -10, Bim-Bcl-XL 0, RGS7-Gao 102, Mcl1 Bid PPI -1, Mcl-1 Bim block 1, Bcl-W Bim block -1 and RGS8-Gao reg 104.
